Bioassay records (PubChem BioAssay)
HepG2 viability: HepG2 cytotoxicity, counter-screen for TGF-b inhibitors; HepG2 CAGA-GFP viability, ATP luminescence, 18 h; Potency, µM (doses to about 46.1 µM), for inactives: at the top dose activity change, negative = cytotoxicity, actives largely listed as cytotoxic; 410,000 compounds, 0.76% hits; AID 588856; note: potency is the fitted concentration of half-maximal effect; some results filed as inactive show a strong effect at the top dose
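CellTiter-Glo luminescence gave cytotoxicity after 18 hours at 37 degrees C. The cells were HepG2 CAGA-GFP in 1% FBS DMEM, stimulated with 500 pg/mL TGF-beta after compound addition. %Activity was normalised to no-cell wells (complete cell-killing) and DMSO (no toxicity), and curves were fitted and classified.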
Nrf2 inh: blocks Nrf2 signaling; A549 ARE-Fluc reporter, luciferase luminescence, 18-24 h; Potency, µM (doses to about 46 µM), without a hit: at the top dose activity change, negative = inhibition, hits mostly inhibitors; 360,000 compounds, 2.1% hits; AID 504444; note: potency is the fitted concentration of half-maximal effect; % is set by controls: 0 for no effect and ±100 for the full control effect; nearly all actives have a fitted effect of over 60% in size
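Two sequential reads on A549 ARE_Fluc cells exposed to compound for 18-24 h: a CellTiter-Fluor fluorescence read for viability, then a luciferase luminescence read for Nrf2/ARE activity.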
A549 viability: counter-screen for Nrf2 inhibitors: cytotoxicity in A549 cells. A549 ARE-Fluc cells, CellTiter-Fluor viability, 18-24 h. Potency, µM (top dose mostly 46 µM), for the others: at the top dose activity change, negative = cytotoxicity, most hits filed as inhibitors. 390,000 compounds, 0.16% hits. AID 504648; note: potency is the fitted concentration of half-maximal effect; % is set by controls: 0 for no effect and ±100 for the full control effect
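Cytotoxicity counterscreen: CellTiter-Fluor fluorescence was measured in A549 ARE_Fluc cells after 18-24 h of compound exposure in a concentration series. The subsequent BugLite luminescent read reports ARE-luciferase activity.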
Nrf2 activator: activators of Nrf2 (ARE) signaling. AID 624171. Potency, µM (series often up to 46.1 µM), for the others: at the top dose activation, most hits filed as activators. 410,000 compounds, 0.31% hits. AREc32 ARE-luciferase reporter (MCF7-derived line), luminescence, 24 h; note: potency is the fitted concentration of half-maximal effect; % of control where 0% means no effect; nearly all actives have a fitted effect of over 65% in size
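Luciferase luminescence (Steady-Glo, 30 min at room temperature) served as the read-out of ARE activation in AREc32 cells treated with compounds for 24 hr at 37 deg C.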
ATXN2 expr inh: ATXN2 expression inhibition | HEK-293 ATXN2-luciferase reporter, luminescence, 24 h | Potency, µM (series often up to 57 µM), for inactives: at the highest dose activity change, negative = inhibition, most hits filed as inhibitors | 360,000 compounds, 0.72% hits | AID 1745845; note: potency is the fitted concentration of half-maximal effect; % is set by controls: 0 for no effect and ±100 for the full control effect; nearly all actives have a fitted effect of over 55% in size
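qHTS (up to 57 uM final) was run with 24 h compound exposure of reporter cells at 37 °C. Each well was multiplexed: SteadyGlo luminescence measured ATXN2-luciferase expression after a fluorogenic Gly-Phe-AFC viability readout (25 uM final).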
EPAC2 ag: agonists of human EPAC2 (RAPGEF4). Q8WZA2. EPAC2 activation, biochemical qHTS; response scale: 100% = 6.5 mM cAMP response. Potency, µM (highest dose often 154 µM), without a hit: top-dose activation, most hits filed as activators. 360,000 compounds, 0.079% hits. AID 720711; note: potency is the fitted concentration of half-maximal effect; nearly all actives have a fitted effect of over 50% in size
Target sequence (Q8WZA2 whole entry, looked up): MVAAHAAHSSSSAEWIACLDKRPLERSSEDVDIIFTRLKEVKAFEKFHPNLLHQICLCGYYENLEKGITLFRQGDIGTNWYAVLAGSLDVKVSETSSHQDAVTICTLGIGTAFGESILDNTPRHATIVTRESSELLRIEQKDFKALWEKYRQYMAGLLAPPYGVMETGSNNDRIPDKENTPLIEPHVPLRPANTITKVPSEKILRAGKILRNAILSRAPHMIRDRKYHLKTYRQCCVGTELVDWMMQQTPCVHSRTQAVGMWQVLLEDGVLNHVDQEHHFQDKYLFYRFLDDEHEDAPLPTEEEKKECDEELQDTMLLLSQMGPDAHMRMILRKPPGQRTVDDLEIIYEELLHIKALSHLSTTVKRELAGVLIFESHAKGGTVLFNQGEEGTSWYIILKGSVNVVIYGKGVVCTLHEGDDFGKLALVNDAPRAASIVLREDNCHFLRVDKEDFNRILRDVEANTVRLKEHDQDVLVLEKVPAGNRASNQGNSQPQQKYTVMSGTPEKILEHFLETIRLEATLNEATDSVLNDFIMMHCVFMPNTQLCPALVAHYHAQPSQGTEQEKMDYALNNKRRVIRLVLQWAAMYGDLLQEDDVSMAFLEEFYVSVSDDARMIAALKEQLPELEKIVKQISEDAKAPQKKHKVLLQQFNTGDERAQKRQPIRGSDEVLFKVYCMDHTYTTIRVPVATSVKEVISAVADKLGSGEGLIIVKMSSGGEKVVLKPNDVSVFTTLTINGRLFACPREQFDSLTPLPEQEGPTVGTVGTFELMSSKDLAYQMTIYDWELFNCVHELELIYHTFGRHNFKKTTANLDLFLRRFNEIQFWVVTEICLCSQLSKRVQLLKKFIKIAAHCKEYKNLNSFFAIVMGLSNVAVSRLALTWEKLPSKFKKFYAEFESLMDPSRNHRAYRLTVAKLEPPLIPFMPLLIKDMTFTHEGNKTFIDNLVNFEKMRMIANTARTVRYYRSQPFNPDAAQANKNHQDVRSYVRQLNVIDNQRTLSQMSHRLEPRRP
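Setup: EPAC2 100 nM, labeled Rap1B complex 250 nM, free GDP 50 uM. Compound titrations pinned in, brief spin, 5 min room temperature incubation. Kinetic fluorescence read over 30 min, normalized to 6.5 mM cAMP.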
TGFb SMAD3 inh: inhibitors of TGF-b signaling | HepG2 CAGA-GFP TGF-b/SMAD3 reporter, GFP fluorescence, 18 h; TGF-beta stimulated, 500 pg/mL final | Potency, µM (series often up to 46.1 µM), without a hit: at the top dose activity, negative = inhibition, actives largely listed as inhibitors | 410,000 compounds, 1.2% hits | AID 588855; note: potency is the fitted concentration of half-maximal effect; % is set by controls: 0 for no effect and ±100 for the full control effect; nearly all actives have a fitted effect of over 65% in size
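Inhibition of TGF-beta-driven CAGA-GFP reporter expression in HEPG2 cells is measured by cellular GFP fluorescence after 18 h stimulation with 500 pg/mL recombinant TGF-beta in 1% FBS medium at 37 degrees C.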
ATXN viability: reduces viability in counter-screen for ATXN expression inhibitors; S2 cells (HEK-293 line with an ATXN2-luciferase reporter) viability, CellTiter-Fluor protease fluorescence, 24 h; Potency, µM (highest dose often 56.7 µM), hits mostly cytotoxic; AID 651635; 400,000 compounds, 0.49% hits; note: potency is the fitted concentration of half-maximal effect; nearly all actives have a fitted effect of over 40% in size
IL-2 act: activators of IL-2 | 360,000 compounds, 0.065% hits | IL-2 activation reporter assay, cell-based qHTS; stimulated with anti-CD3/CD4/CD28 beads; in transgenic mouse T cells | activation, % (series mostly up to about 46 µM); in the data active = activation above about 50%; inconclusive = mostly about 30% to 49%; note: 0% is about no effect
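Unstimulated transgenic mouse T cells, 750 per well, received compound and, after 60 minutes, anti-CD3/anti-CD4 bead plus anti-CD28 stimulation. EGFP and DsRed were quantified after 18 hours.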
An asterisk follows results filed as active; i = inactive; ? = inconclusive; · = no result given; [ ] = dose if it differs, or a comment. Unless noted, calls come from the whole dose curve; as a rule, active = well fitted curve in the direction sought with a large enough effect; inconclusive = small, poorly fitted or top-dose-only effect, or another doubt; inactive = no such curve, though single readings can be large; an effect the other way counts as inactive or inconclusive.

SMILES	HepG2 viability	Nrf2 inh	A549 viability	Nrf2 activator	ATXN2 expr inh	EPAC2 ag	TGFb SMAD3 inh	ATXN viability	IL-2 act
NC(=O)Cn1c(=O)n(CCC(=O)Nc2ccc(F)cc2)c(=O)c2sccc21	8%	0%	-2%	-0.1%	5%	9%	5%	i	-0.9
O=C(NCc1ccccc1Cl)c1cnc2sc(N3CCOCC3)nn2c1=O	-15%	7%	0%	-1.1%	0%	·	-42%	i	·
OCC1CSC(=S)N1Cc1ccccc1 (stereo not given)	-4%	·	·	-0.1%	18%	2%	12%	i	-0.2
Cc1c(NC(=O)CN2C(=O)NC(C)(c3ccccc3)C2=O)c(=O)n(-c2ccccc2)n1C (stereo not given)	-1%	2%	6%	-0.1%	7%	-1%	-5%	i	0.0
O=C(CCn1c(=O)[nH]c2ccsc2c1=O)N(CCc1ccccc1)Cc1ccccc1	-31%	-17%	-1%	3.1%	-11%	5%	-26%	i	-2.4
O=[N+]([O-])c1ccccc1SNc1ccccn1	-24%	3%	2%	?	0%	5%	-22%	i	1.4
COc1ccc(C)cc1S(=O)(=O)N(C)CC(=O)N1CCN(c2ccccc2)CC1	3%	-21%	-1%	0.3%[9.22 µM]	-22%	2%	4%	i	-2.8
COc1ccccc1C(=O)Nc1cccc2cccnc12	-13%	?	-3%	11%	63%[activator]	8%	-23%	i	-4.6
CCOC(=O)N1CCC(NC(=O)Cc2cn(C)c3ccccc23)CC1	-55%	?	10%	-0.3%	1%	2%	-12%	i	-0.1
COc1cc(S(=O)(=O)N2CCCCC2)ccc1NC(=O)c1ccc(F)cc1	-10%	12%	·	-0.6%	-3%	3%	-3%	i	-2.2
Cc1ccc(S(=O)(=O)N2CCN(CC(=O)N/N=C/c3ccccc3OCC(=O)O)CC2)cc1	6%	-1%	2%	0.2%	6%	4%	2%	i	-2.1
O=[N+]([O-])c1cc([N+](=O)[O-])c(Oc2ccc(F)cc2)cc1NN1CCCCC1	22%	2%	-1%	-0.3%	-1%	0%	29%	i	-3.4
Cc1cn2c(=O)c(S(=O)(=O)Nc3ccc(N4CCOCC4)cc3)c(C)nc2s1	-6%	23%	2%	2.5%	·	·	-16%	·	·
O=C(NN1C(=O)C2C(c3ccccc3)C=CC(c3ccccc3)C2C1=O)c1ccccc1 (stereo not given)	-26%	-22%	0%	4.6%	-16%	8%	-18%	i	-2.4
CCOCCCNC(=S)Nc1ccc2nc(N3CCOCC3)cc(C)c2c1	1%	-9%	0%	-0.2%	0%	6%	-8%	i	-2.3
CCOc1ccc(/C=C/C(=O)c2c(O)cc(C)oc2=O)cc1	-35%	?	-2%	3.3%	95%[activator]	-2%	-8%	i	-0.7
CCOc1ccc(NC(=O)Cn2c(=O)n(CC3CCC(C(=O)NCCc4ccccc4)CC3)c(=O)c3ccccc32)cc1 (stereo not given)	-3%	1%	0%	-0.2%	8%	·	?	i	·
O=C(c1ccccc1)n1nc(-c2ccccc2)nc1NCc1ccc(F)cc1	-6%	?	-13%	-1.0%	5%	·	0%	i	·
CCN(CC)C(=O)C1=C(C)N(Cc2ccc(F)cc2)C(=O)C(CC(=O)NCCCN(C)C)C1 (stereo not given)	-1%	·	·	-1.0%	-5%	12%	12%	i	-1.7
O=C(CC1C[C@H](C(=O)N2CCCCC2)[C@@]2(CCc3ccccc3)c3[nH]c4ccccc4c3CCN2C1=O)NCCc1ccccn1 (stereo not given in full)	1%	-7%	-2%	0.7%	10%	15%	?	i	1.1
CCn1c(SCC(=O)NNC(=O)c2ccc(OC)cc2)nnc1C(C)C	2%	?	1%	0.3%	3%	1%	3%	i	-0.9
COc1ccc(CCNC(=O)C2CCN(c3ccc(N4CCOCC4)nn3)CC2)c(OC)c1	-2%	-11%	5%	-0.7%	4%	-8%	4%	i	2.5
CCc1cc(=O)oc2cc(C)cc(OCC(=O)NCC3CCC(C(=O)O)CC3)c12 (stereo not given)	-4%	3%	7%	-0.8%	5%	8%	-2%	i	-0.4
CCOc1cc(S(=O)(=O)Nc2ccccn2)ccc1F	-2%	·	0%	0.3%	-20%	8%	8%	i	-0.8

The final 5 compounds of the part above open the next one.
SMILES	HepG2 viability	Nrf2 inh	A549 viability	Nrf2 activator	ATXN2 expr inh	EPAC2 ag	TGFb SMAD3 inh	ATXN viability	IL-2 act
O=C(CC1C[C@H](C(=O)N2CCCCC2)[C@@]2(CCc3ccccc3)c3[nH]c4ccccc4c3CCN2C1=O)NCCc1ccccn1 (stereo not given in full)	1%	-7%	-2%	0.7%	10%	15%	?	i	1.1
CCn1c(SCC(=O)NNC(=O)c2ccc(OC)cc2)nnc1C(C)C	2%	?	1%	0.3%	3%	1%	3%	i	-0.9
COc1ccc(CCNC(=O)C2CCN(c3ccc(N4CCOCC4)nn3)CC2)c(OC)c1	-2%	-11%	5%	-0.7%	4%	-8%	4%	i	2.5
CCc1cc(=O)oc2cc(C)cc(OCC(=O)NCC3CCC(C(=O)O)CC3)c12 (stereo not given)	-4%	3%	7%	-0.8%	5%	8%	-2%	i	-0.4
CCOc1cc(S(=O)(=O)Nc2ccccn2)ccc1F	-2%	·	0%	0.3%	-20%	8%	8%	i	-0.8
COc1cc2nc(NCCC(C)C)n3nc(-c4ccccc4)nc3c2cc1OC	-1%	5%	1%	-0.2%	-4%	·	8%	i	·
CNc1nc(Cl)c(SC)c(N2CCOCC2)n1	-6%	-29%	7%	4.0%	?	5%	4%	i	9.3
CCN1/C(=C2\OC(=S)N(C)C2=O)C=Cc2ccccc21	-13%	5%	1%	2.3%	-11%[11.3 µM]	-8%	-12%	i	9.1
Cc1ccc(-c2ccc(CCC(=O)O)n2-c2ccc(C(=O)O)cc2)cc1	-4%	?	-2%	4.1%	·	6%	3%	i	0.3
OC1CCN(c2c3c(nc4cc(-c5ccc(F)cc5)nn24)CCC3)CC1	-2%	?	-2%	-0.4%	-19%	-1%	-10%	i	-4.0
O=c1nc(NC2CCCC2)ccn1Cc1cccc(Br)c1	-6%	?	2%	-0.2%	2%	1%	0%	i	-1.4
Cc1ccc(CNC(=O)c2oc3ccc(S(=O)(=O)N4CCC(C)CC4)cc3c2C)cc1	-3%	-9%[9.27 µM]	-6%	0.4%	-8%	·	?	i	·
CCOC(=O)[C@H]1[C@H]2COc3ccc(C)cc3[C@@H]2N2C(=O)CN(Cc3ccco3)C(=O)[C@@]12C	-23%	8%	10%	-0.3%	2%	15%	-17%	i	-0.5
O=C(/C=C/c1ccco1)NCC(=O)N/N=C/c1ccc([N+](=O)[O-])cc1	-7%	8%	0%	?	·	8%	2%	i	-0.8
Cc1cc(C)nc(Nc2cccc(C(F)(F)F)c2)n1	-35%	-5%	2%	-0.4%	·	-3%	?	i	1.0
Cc1ccc(/C=C(\NC(=O)c2ccccc2)C(=O)NC2CCN(Cc3ccccc3)CC2)o1	-44%	-11%	-10%	-0.5%	4%	1%	?	i	-0.2
C=CCn1c(SCCC)nc2ccccc2c1=O	11%	3%	-1%	·	·	·	2%	·	·
Cc1ccc(/C=C2\SC(=S)N(CCC(=O)N3CCCCC3)C2=O)cc1	-13%	1%	8%	3.1%	22%	-6%	-4%	i	0.8
Nc1ccc(Br)c[n+]1Cc1cccc2cccnc12	2%	-1%	2%	3.1%	-26%	9%	8%	i	-0.1
CN(C)c1ccc(-c2cc(O)c3ncccc3c2)cc1	-36%	-10%	3%	0.1%	?	14%	?	i	0.2
Cc1nc2ccccc2nc1OCc1cccc(Cl)c1	-43%	-6%	16%	0.0%	-5%	-10%	11µM*	i	-3.7
CC(=O)Nc1ccc(N(C(=O)c2ccco2)C(C(=O)NC2CCCC2)c2cccs2)cc1 (stereo not given)	5%	?	-15%	0.1%	-23%	1%	9%	?	-0.4
COc1ccc(C(=O)NCC(=O)NCC(=O)OCC(=O)c2cccs2)cc1	5%	5%	7%	-1.7%	-1%	6%	7%	i	0.5
O=C(c1ccc(Cl)c(Cl)c1)N1CCCC1	-28%	6%	-4%	-0.1%	8%	-2%	?	i	4.9
O=C(O)c1ccc(-c2nc(-c3ccccc3)cs2)cc1	-17%	?	-1%	-0.1%	57%[activator]	3%	25%	i	-1.9
COc1nc(N(C)S(=O)(=O)c2ccc(C)cc2)nc(C)c1Br	4%	4.1µM*	8%	-0.6%	·	11%	4%	i	-1.0
Nn1c(-c2ccccc2)nc2cc(Cl)ccc2c1=O	-10%	2%	16%	?	0%	9%	0%	i	-0.4
CCc1cccc(NC(=O)CNC(=O)N2CC(=O)Nc3ccccc32)c1	1%	-1%	-1%	0.1%	7%	-2%	17%	i	-2.5
O=C(c1ccccc1)c1ccc(OC(=O)C2CCCCC2)cc1	-4%	-2%	0%	-0.3%	-5%	18%	-8%	i	-0.9
COCCCNC(=O)CN1C(=O)CSc2ncccc21	-2%	-8%	5%	-1.8%	10%	11%	0%	i	0.6
CC(C)CN1CCC(=O)N(C(CSc2ccc(Br)cc2)Cc2ccccc2)CC1 (stereo not given)	6%	10%	-10%	·	·	·	-10%	·	·
CCOC(=O)C1CCCN(C(=O)COC(=O)c2cccs2)C1 (stereo not given)	2%	18%	-2%	4.7%	8%	2%	26%	i	-0.8
COc1c2ccccc2c(OC)c2ccccc12	-12%	17%	11%	-0.6%	1%	1%	0%	?	-2.9
COc1ccc2c(c1)CC=C1C2CCC2(C)C(=O)C(=NO)CC12 (stereo not given)	-35%	?	2%	9.5%	-5%	-3%	-17%	i	-1.0
C=CCCC(=O)N1C[C@H]2CON(C)[C@H]2C[C@H]1c1cccc(Oc2ccccc2)c1	-21%	·	·	0.7%	-7%	6%	0%	i	-2.0
